Pemphigus Ab inh – blocks pemphigus antibody binding to human desmoglein-3; P32926; DSG3-coupled beads, scFv-anti-DSG3-GFP binding, flow cytometry; stronger effect = lower value; binding (percent of control), % at 10 µM; actives 0.48% (n = 310,000);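 active = binding more than 3 SD below its plate's average and above zero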;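 note: hits lower antibody fragment binding to DSG3; some compounds called inactive have numbers as strong as hits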
MITF act – activators of MITF-driven TRPM1 promoter activity in SK-MEL-5 cells | SK-MEL-5 TRPM1-promoter luciferase, 24 h; % of positive control, neutral wells = 0 | activation, % at 12.5 µM | actives 0.75% (n = 300,000);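 active = mean activation of at least 80% with every replicate also reaching 80%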;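 note: 0% = neutral control wells and 100% = parthenolide positive control wells; values of inactives mirror those of a sister screen read the other way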
SR-BI DiI-HDL act – enhances SR-BI lipid uptake from DiI-HDL. actives 0.096% (n = 320,000). AID 504775. CHO ldlA[mSR-BI] cells, DiI-HDL uptake fluorescence, 3 h; 100 = double the neutral-control signal. activation, % at 12.5 µM;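 active = mean replicate activation of at least 60% and every replicate at or above 60%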;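 note: 0% = median plate neutral-control signal and 100% = twice that signal; values of inactives mirror those of a sister screen read the other way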
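Material – SR-BI-overexpressing, LDLR-lacking CHO cells · Medium – BSA-supplemented, HEPES-buffered Ham's F12, pH 7.4 · Doses – single concentration · Times – compound with DiI-HDL co-incubation, 3 h at 37 °C · Measured by – bottom-read fluorescence, 550/595 nm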
SR-BI DiI inh – inhibitors of mouse SR-BI mediated HDL lipid uptake. Q61009. ldlA[mSR-BI] CHO cells, DiI-HDL uptake fluorescence, 3 h. inhibition, % at 12.5 µM. actives 0.96% (n = 320,000). AID 488896;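 active = mean replicate inhibition of at least 70% and a set share of replicates each scoring 70 or more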;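 note: 0% = median of neutral control wells and 100% = median of positive control wells; values of inactives mirror those of a sister screen read the other way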
Target sequence (Q61009 whole entry, looked up): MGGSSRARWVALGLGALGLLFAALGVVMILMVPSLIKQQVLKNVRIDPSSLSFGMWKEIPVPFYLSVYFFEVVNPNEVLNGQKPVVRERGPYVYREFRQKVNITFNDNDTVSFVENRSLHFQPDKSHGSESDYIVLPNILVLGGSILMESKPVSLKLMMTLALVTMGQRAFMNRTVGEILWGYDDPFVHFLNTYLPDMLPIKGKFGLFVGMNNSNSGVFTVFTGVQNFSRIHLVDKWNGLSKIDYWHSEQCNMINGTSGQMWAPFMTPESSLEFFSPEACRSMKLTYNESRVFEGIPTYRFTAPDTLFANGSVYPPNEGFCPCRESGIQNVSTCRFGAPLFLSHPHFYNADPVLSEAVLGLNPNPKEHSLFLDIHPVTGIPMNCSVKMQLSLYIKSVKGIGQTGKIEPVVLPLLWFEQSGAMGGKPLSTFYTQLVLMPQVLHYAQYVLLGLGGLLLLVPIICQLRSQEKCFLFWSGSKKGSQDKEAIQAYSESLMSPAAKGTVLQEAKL
CDK5 p35 inh – inhibitors of human CDK5/p35 kinase | actives 0.01% (n = 330,000) | Recombinant CDK5/p35, ADP-Glo luminescence, 60 min | AID 488839 | Q00535+Q15078 | inhibition, % at 10 µM;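 active = highest replicate inhibition of at least 50% and at least 75% of replicates reaching 50%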;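 note: plate controls were DMSO neutral control for no effect and GW8510 at 10 µM for full effect; many of its hits are not listed in these tables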
Arrestin-AP2 inh – blocks beta-arrestin peptide binding to AP2 adaptin; FITC-arrestin peptide / GST-AP2 beads, flow cytometry; AP2 beta2 appendage carries R879A mutation; inhibition, % at 10 µM; actives 0.31% (n = 340,000);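 active = inhibition above a set limit, near 3 SD of compounds lacking own fluorescence, cut at about 54% in these data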;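 note: plate controls were DMSO wells for no effect and 5 µM unlabelled arrestin peptide for full effect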
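test system = AP2 appendage R879A on GSH beads | buffer or medium = PBS plus Tween 20 (0.05%) and BSA (0.1%) | incubation = 12 min plus 1 h, RT | detection = bead flow cytometry, FITC channel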
PKA-R1A act – activates the PKA-R1A holoenzyme complex; PKA-R1A dissociation, Cy5-IP20 fluorescence polarization; scaled: DMSO 0%, 113 µM cGMP 100%; activation, % at 11.4 µM; actives 0.083% (n = 340,000); P00514+P68181;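 active = percent activation above the mean of all tested compounds plus 3 SD, cut at about 19% in these data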;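 note: higher means more PKAc released from R1A so a rise in polarization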
NSD2 inh – blocks human histone methyltransferase NSD2. actives 0.54% (n = 310,000). NSD2 peptide methylation, AlphaScreen, 120 min. inhibition, % at 12.5 µM. O96028; in the data active = inhibition above about 50%
Mot1-301 SUMO – inhibitors of SUMOylation pathway: yeast Mot1-301 growth rescue | S. cerevisiae Mot1-301 growth rescue, ATP luminescence, 38.5C; percent above DMSO median, 100 means doubled | growth rescue, % at 18.8 µM | actives 1% (n = 320,000);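 active = every valid replicate shows activation above 250% relative to neutral control wells; inactive = the rest, any valid replicate at or below 250%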;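 note: OY570 slx delta 5 strain wells were the positive control but not used for scaling; some compounds called inactive have numbers as strong as hits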
dFosB activator – enhances mouse delta FosB homodimer DNA binding; purified delta FosB, TAMRA-CDK5 oligo fluorescence polarization; percent of positive-control signal above neutral wells; AID 493131; activation, % at 25 µM; actives 0.99% (n = 340,000); P13346;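 active = mean activation above about 17%, with every replicate also reaching it, limit read from the data, passing the limit was not always enough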;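 note: fluorescence polarization rise as delta FosB binds a TAMRA Cdk5 AP-1 oligo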
Target sequence (P13346 whole entry, looked up): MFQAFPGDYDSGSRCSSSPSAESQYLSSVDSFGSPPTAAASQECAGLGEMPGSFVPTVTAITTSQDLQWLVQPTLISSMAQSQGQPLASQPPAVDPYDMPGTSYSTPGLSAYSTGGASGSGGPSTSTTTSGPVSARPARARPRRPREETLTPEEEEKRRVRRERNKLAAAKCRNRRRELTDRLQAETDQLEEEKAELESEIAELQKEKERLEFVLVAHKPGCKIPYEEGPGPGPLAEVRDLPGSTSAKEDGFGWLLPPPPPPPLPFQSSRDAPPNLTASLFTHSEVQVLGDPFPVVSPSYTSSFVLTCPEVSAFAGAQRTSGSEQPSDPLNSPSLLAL
PKA-R2B act – PKA-R2B complex activation; P22694+P31323; PKA-R2B holoenzyme dissociation, Cy5-IP20 fluorescence polarization; R2B truncated from residue 108, S112A mutant; 0% DMSO only, 100% 113 µM cGMP; activation, % at 11.4 µM; actives 0.079% (n = 340,000); AID 504700;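 active = activation above a cutoff set at the mean over all compounds plus 3 SD, cut at about 18% in these data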;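 note: higher means more holoenzyme dissociation and a rise in polarization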
* = called active by the depositor; . = not tested or not shown.

Screens in order – Pemphigus Ab inh	MITF act	SR-BI DiI-HDL act	SR-BI DiI inh	CDK5 p35 inh	Arrestin-AP2 inh	PKA-R1A act	NSD2 inh	Mot1-301 SUMO	dFosB activator	PKA-R2B act
1. CC(=O)N1CCN(c2ccc(S(=O)(=O)N3CCOCC3)cc2[N+](=O)[O-])CC1
 : 92.2	-10.3	6.7	-6.7	1.1	-13.1	4.5	-0.3	20.4	1.3	-1.8
2. Cc1c(CN2CCC(CO)(Cc3ccccc3)CC2)c2ccccc2n1C
 : 99.3	-0.2	12.5	-12.5	-1.1	-0.7	-1.3	3.2	9.3	-1.7	7.6
3. Oc1ccc(Br)cc1/C=N/Nc1ncc(-c2ccccc2)cn1
 : 103.1	-7.6	-12.3	12.3	0.8	-26.0	-15.0	-1.0	-4.1	30.1*	-3.9
4. COc1ccc(OC)c(CNS(=O)(=O)c2cc(-c3cc(C)no3)ccc2OC)c1
 : 97.8	4.0	4.8	-4.8	0.8	-0.6	10.1	1.0	4.4	-9.5	5.3
5. CN(C)CCCNC(=O)c1ccc(-c2nc(-c3ccc(Cl)cc3)cs2)cc1
 : 97.5	.	-21.3	21.3	2.1	-6.0	-0.1	.	186.1	-28.6	-1.0
6. COCc1cc(C)nc2sc(C(=O)NN)c(-n3cccc3)c12
 : 105.9	1.1	7.1	-7.1	0.9	15.7	-0.3	-4.4	20.1	-15.6	-4.5
7. Cc1[nH]nc(Nc2ccc(O)cc2)c1[N+](=O)[O-]
 : 96.4	23.0	-4.3	4.3	1.0	11.7	7.2	3.8	-15.7	1.5	-4.0
8. FC(F)(F)c1ccnc(N2CCN(Cc3cnc(-c4ccccc4)[nH]3)CC2)c1
 : 111.5	-17.0	12.4	-12.4	-0.3	52.2	-0.6	0.2	134.1	-4.4	2.0
9. N#CCOc1ccc(C2=NO[C@@H]3[C@@H]4C[C@@H]([C@H]5C(=O)N(c6ccc7c(c6)OCO7)C(=O)[C@@H]45)[C@H]23)cc1
 : 96.0	0.4	6.5	-6.5	-1.2	14.4	-4.1	-1.1	-9.7	-3.1	-3.1
10. CC(NC(=O)c1cc2ccccc2o1)c1cccs1 (centres undefined)
 : 102.1	32.0	-16.4	16.4	2.6	19.3	-1.9	-2.7	9.7	-7.2	1.5
11. NNC(=S)Nc1cc(S(=O)(=O)N2CCOCC2)ccc1N1CCOCC1
 : 125.3	-0.7	-0.7	0.7	-0.3	10.0	-8.4	-13.4	2.1	-3.7	-3.0
12. O=C(Nc1ccccc1)c1ccc[nH]1
 : 83.8	30.5	8.1	-8.1	0.5	-4.1	-0.1	0.0	-14.8	7.6	2.9
13. Cc1cc(C)c2nc(-c3cccnc3)cc(C(=O)NC(C)c3cnn(C)c3C)c2c1 (centres undefined)
 : 116.1	9.3	-20.6	20.6	-0.6	0.7	-0.5	-6.5	0.6	-26.2	-6.3
14. Cc1ccccc1-n1nc(C)c2cc(C(=O)N3CCN(S(=O)(=O)c4ccc(F)cc4)CC3)sc21
 : 99.9	-21.0	-29.1	29.1	1.9	-4.6	-6.1	0.1	14.5	-6.2	6.5
15. CCc1ccc(OCc2nnc(-c3ccccc3Br)o2)cc1
 : 98.2	15.3	27.7	-27.7	0.0	-24.0	-0.8	-0.9	-4.1	-0.5	-7.1
16. CCOC(=O)N1CCC(N2CC34C=CC(O3)C(C(=O)Nc3ccc(C)cc3)C4C2=O)CC1 (centres undefined)
 : 100.9	-2.0	14.1	-14.1	2.1	-1.6	-7.2	.	-8.0	-5.3	9.0
17. O=C(c1cccc([N+](=O)[O-])c1)N1CCN(S(=O)(=O)N2CCCCC2)CC1
 : 104.0	6.5	-4.1	4.1	-1.8	53.5	1.4	2.5	301.6	-2.1	-1.8
18. COc1ccc(OC)c(NC(=O)CC2Oc3ccccc3NC2=O)c1 (centres undefined)
 : 102.0	12.4	.	.	1.4	2.0	-4.2	-2.9	-17.9	-8.5	-2.4
19. Cn1cc(-c2cc(C(=O)O)on2)cn1
 : 99.8	-7.1	3.4	-3.4	1.0	-7.5	1.9	-170.1	-16.7	0.0	-4.0
20. O=C(Nc1nnc(SCC(=O)N2CCCCC2)s1)c1ccc(F)cc1F
 : 93.2	12.9	0.6	-0.6	-1.0	-30.6	3.6	-4.7	1.9	-3.6	4.6
21. Cc1onc(-c2ccccc2)c1-c1csc(N/N=C/c2ccccc2)n1
 : 107.7	-3.0	-11.3	11.3	-0.1	-3.7	-5.2	-1.0	17.9	-9.3	5.1
22. CCOC(=O)CC1CCCCN1C(=O)c1ccc2nc(CCOC)oc2c1 (centres undefined)
 : .	-0.9	8.5	-8.5	-3.0	1.3	-1.2	-3.1	-3.9	-7.0	3.5
23. O=C(Nc1ccc(F)cc1)N1CCN(c2ncccn2)CC1
 : 88.8	-9.7	-18.2	18.2	-0.1	-7.4	7.0	-2.8	242.6	-5.8	-7.7
24. COc1cc(OC)c(NC(=O)CN(C)S(=O)(=O)c2ccc3[nH]c(=O)oc3c2)cc1Cl
 : 108.2	-0.6	2.2	-2.2	.	25.2	0.9	1.0	1.2	0.7	-2.0
25. CCOC(=O)Cc1csc(NC(=O)C(CC(C)C)NC(=O)C2CCCCC2)n1 (centres undefined)
 : 95.4	-8.3	-10.9	10.9	-0.6	7.5	-0.7	.	.	-1.2	-15.3
26. COc1ccccc1NC(=O)c1cccs1
 : 96.7	20.3	-0.1	0.1	-0.7	1.8	-4.3	-1.1	3.1	1.2	-9.2
27. COc1ccc(NS(=O)(=O)c2ccc(N3CCCC3)c(NC(=S)Nc3cccc(C)c3C)c2)cc1
 : 110.3	-6.9	-32.3	32.3	1.3	7.3	5.0	-2.0	6.7	-0.5	10.3
28. O=C(COC(=O)C1CCN(C(=O)c2ccc(Cl)cc2)CC1)Nc1ccccc1F
 : 108.5	-4.8	-4.5	4.5	-1.2	22.1	3.1	2.7	-2.5	-8.4	1.0
29. COc1ccc(-n2c(N)c(C(=O)NCC3CCCO3)c3nc4ccccc4nc32)c(OC)c1 (centres undefined)
 : 72.9*	-1.0	-29.9	29.9	0.6	-2.9	-9.2	-29.4	85.1	-6.7	-1.6
30. Cc1ccccc1-n1ncc2c1CC(C)(C)CC2NC(=O)CCN1CCCCC1=O (centres undefined)
 : .	-2.0	32.5	-32.5	1.0	6.6	-20.6	0.5	-20.4	-4.0	-14.9

Nine of the compounds above, in transposed form:
#19 Cn1cc(-c2cc(C(=O)O)on2)cn1
#20 O=C(Nc1nnc(SCC(=O)N2CCCCC2)s1)c1ccc(F)cc1F
#21 Cc1onc(-c2ccccc2)c1-c1csc(N/N=C/c2ccccc2)n1
#22 CCOC(=O)CC1CCCCN1C(=O)c1ccc2nc(CCOC)oc2c1 (centres undefined)
#23 O=C(Nc1ccc(F)cc1)N1CCN(c2ncccn2)CC1
#24 COc1cc(OC)c(NC(=O)CN(C)S(=O)(=O)c2ccc3[nH]c(=O)oc3c2)cc1Cl
#25 CCOC(=O)Cc1csc(NC(=O)C(CC(C)C)NC(=O)C2CCCCC2)n1 (centres undefined)
#26 COc1ccccc1NC(=O)c1cccs1
#27 COc1ccc(NS(=O)(=O)c2ccc(N3CCCC3)c(NC(=S)Nc3cccc(C)c3C)c2)cc1

assay / entry	19	20	21	22	23	24	25	26	27
Pemphigus Ab inh	99.8	93.2	107.7	.	88.8	108.2	95.4	96.7	110.3
MITF act	-7.1	12.9	-3.0	-0.9	-9.7	-0.6	-8.3	20.3	-6.9
SR-BI DiI-HDL act	3.4	0.6	-11.3	8.5	-18.2	2.2	-10.9	-0.1	-32.3
SR-BI DiI inh	-3.4	-0.6	11.3	-8.5	18.2	-2.2	10.9	0.1	32.3
CDK5 p35 inh	1.0	-1.0	-0.1	-3.0	-0.1	.	-0.6	-0.7	1.3
Arrestin-AP2 inh	-7.5	-30.6	-3.7	1.3	-7.4	25.2	7.5	1.8	7.3
PKA-R1A act	1.9	3.6	-5.2	-1.2	7.0	0.9	-0.7	-4.3	5.0
NSD2 inh	-170.1	-4.7	-1.0	-3.1	-2.8	1.0	.	-1.1	-2.0
Mot1-301 SUMO	-16.7	1.9	17.9	-3.9	242.6	1.2	.	3.1	6.7
dFosB activator	0.0	-3.6	-9.3	-7.0	-5.8	0.7	-1.2	1.2	-0.5
PKA-R2B act	-4.0	4.6	5.1	3.5	-7.7	-2.0	-15.3	-9.2	10.3

Remaining list, next part
Screens in order – Pemphigus Ab inh	MITF act	SR-BI DiI-HDL act	SR-BI DiI inh	CDK5 p35 inh	Arrestin-AP2 inh	PKA-R1A act	NSD2 inh	Mot1-301 SUMO	dFosB activator	PKA-R2B act
31. Cc1ccc(C(=O)Nn2c(O)c(C=C3N=c4ccccc4=N3)sc2=S)cc1
 : 93.6	0.3	-18.4	18.4	-1.8	3.7	-1.6	-2.8	5.5	1.4	-7.5
32. CCc1cc(Cn2nc(-c3ccccc3C)cc2C(=O)O)on1
 : 101.0	3.7	12.3	-12.3	0.5	6.2	19.0*	.	-5.4	3.1	-3.4
33. Cc1ccnc(-n2c(CCN3C(=O)c4ccccc4C3=O)nc3ccccc3c2=O)c1
 : 101.9	.	32.1	-32.1	-0.3	-6.2	-7.7	52.1*	159.7	2.6	-8.9
34. O=S(=O)(c1ccc2c(c1)CCCC2)N1CCNCC1
 : .	-5.1	13.1	-13.1	1.5	28.2	1.5	0.3	-6.5	-2.0	2.8
35. CCCCN(Cc1ccco1)C(=O)Cn1ncc2c(=O)oc3ccc(C)cc3c21
 : 80.6	.	-18.5	18.5	-0.3	7.3	-4.2	.	11.4	-1.8	8.5
36. CNS(=O)(=O)c1ccc(Cl)nc1
 : 102.5	2.5	34.5	-34.5	2.0	9.7	-4.4	-0.1	4.6	0.9	-6.2
37. CC(C)CNS(=O)(=O)c1ccc(S(=O)(=O)N2CCC3(CC2)OCCO3)cc1
 : 99.2	7.9	13.4	-13.4	1.5	0.3	-3.0	4.3	-3.1	5.7	-17.4
38. N#Cc1c(-c2ccccc2Cl)noc1/C=C/Nc1ccc(C(=O)O)cc1
 : 96.6	13.4	11.1	-11.1	-3.2	5.5	-3.5	1.5	-4.6	-6.6	1.4
39. COc1ccc(CNC(=O)CN2C(=O)NC(C)(c3cccc(Br)c3)C2=O)cc1 (centres undefined)
 : 99.4	-8.8	-8.0	8.0	0.7	2.0	6.7	0.2	-3.7	2.5	6.6
